GPT2 inhibitor: GPT2 alanine aminotransferase inhibition; Q8TD30; Recombinant GPT2, coupled pyruvate oxidase/HRP Amplex Red fluorescence; Potency, µM (doses to about 57.7 µM), without a hit: top-dose activity change, negative = inhibition, actives largely listed as inhibitors; 0.25% of 100,000 active; note: potency is the fitted concentration of half-maximal effect; nearly all actives have a fitted effect of over 60% in size; many of its hits are not listed in these tables
Target sequence (Q8TD30 whole entry, looked up): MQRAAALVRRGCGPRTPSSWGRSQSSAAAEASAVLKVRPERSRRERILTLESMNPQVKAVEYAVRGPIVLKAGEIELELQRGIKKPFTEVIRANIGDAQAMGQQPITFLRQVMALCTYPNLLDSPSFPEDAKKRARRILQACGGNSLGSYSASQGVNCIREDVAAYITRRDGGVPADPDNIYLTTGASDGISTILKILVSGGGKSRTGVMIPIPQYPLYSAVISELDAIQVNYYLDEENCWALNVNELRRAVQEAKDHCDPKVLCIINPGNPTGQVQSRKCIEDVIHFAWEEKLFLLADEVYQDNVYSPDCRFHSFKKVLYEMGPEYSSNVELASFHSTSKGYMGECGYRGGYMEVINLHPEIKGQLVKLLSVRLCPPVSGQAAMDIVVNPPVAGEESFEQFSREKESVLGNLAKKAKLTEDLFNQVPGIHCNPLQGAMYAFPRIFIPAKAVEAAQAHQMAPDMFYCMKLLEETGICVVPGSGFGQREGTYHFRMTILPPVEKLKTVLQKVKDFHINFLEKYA
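Fluorescence read-out: pyruvate from GPT2 turnover coupled to pyruvate oxidase, HRP and Amplex Red (0.2mM ThPP, 0.2U/mL PO and HRP, 50uM Amplex final). Substrates 250uM a-KG, 2mM L-alanine; enzyme 10ng/uL; 30 min RT.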
SNCA expr inhib: SNCA gene expression inhibition; HEK-293 SNCA-luciferase knock-in, luminescence, 24 h; Potency, µM (top dose mostly 57.2 µM), for inactives: at the top dose activity change, negative = inhibition, actives largely listed as inhibitors; 0.17% of 140,000 active;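 note: potency is the fitted concentration of half-maximal effect; plate controls were DMSO cells for no effect and cell-free wells for full effect; nearly all actives have a fitted effect of over 45% in size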
IP6K1 inhibitor: blocks human inositol hexakisphosphate kinase 1. activity change, % (series mostly up to about 58 µM). AID 1645851. 0.81% of 140,000 active. IP6K1 kinase, ADP-Glo luminescence, 2 h; active compounds read low. Q92551; in the data active = activity change below about -25%
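ADP-Glo luminescence measures ADP made by human IP6K1 during a 2 h RT reaction with ATP/IP6 (mix at 1.3 mM/130 uM); top library doses 57.5 and 19.1 uM final.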
SNCA viab count: cell viability loss counter-screen; Potency, µM (highest dose often 57.1 µM), without a hit: at the highest dose activity change, negative = cytotoxicity, usual class: cytotoxic; AID 1671193; HEK-293-SNCA-luc viability, GF-AFC fluorescence, 24 h; 0.12% of 150,000 active;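 note: potency is the fitted concentration of half-maximal effect; 0% = DMSO-treated cells and -100% = medium-only wells without cells; nearly all actives have a fitted effect of over 30% in size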
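HEK-293-SNCA-luc cells (1500/well) plated 24 h, then exposed 24 h to a dilution series; GF-AFC added 30 min at 37C, fluorescence 405/540 nm; normalised to medium-only and DMSO wells, Hill fit.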
NIH3T3 tox: kills NIH 3T3 cells; Potency, µM (titrated, usually from 96.7 µM), inactives show at the highest dose activity change, negative = cytotoxicity, hits mostly inhibitors; 4.3% of 94,000 active; AID 1345082; NIH 3T3 viability, CellTiter-Glo ATP luminescence, 48-72 h; note: potency is the fitted concentration of half-maximal effect; nearly all actives have a fitted effect of over 55% in size
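NIH 3T3 cells at 400 cells/well received 23 nL of compound by pintool and were incubated 48 or 72 h at 37 °C. Viability was read as ATP-coupled CellTiter-Glo luminescence.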
HEK293 tox: HEK 293 cell cytotoxicity; HEK 293 viability, ATP luminescence (CellTiter-Glo), 48-72 h; Potency, µM (series often up to 115 µM), without a hit: at the highest dose activity change, negative = cytotoxicity, actives largely listed as inhibitors; 6.6% of 94,000 active; note: potency is the fitted concentration of half-maximal effect; nearly all actives have a fitted effect of over 60% in size
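Viability of HEK 293 cells, plated at 250 cells/well, was judged by cellular ATP after compound treatment for 48 or 72 hr. Luminescence was imaged 10 min after CellTiter-Glo addition at room temperature.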
FLuc inh: blocks purified firefly luciferase enzyme activity; P08659; purified P. pyralis luciferase, luminescence, biochemical; Potency, µM (titrated, usually from 115 µM), inactives show at the top dose activity change, negative = inhibition, hits mostly inhibitors; 2.5% of 76,000 active; AID 1347043; note: potency is the fitted concentration of half-maximal effect; nearly all actives have a fitted effect of over 65% in size
Target sequence (P08659 whole entry, looked up): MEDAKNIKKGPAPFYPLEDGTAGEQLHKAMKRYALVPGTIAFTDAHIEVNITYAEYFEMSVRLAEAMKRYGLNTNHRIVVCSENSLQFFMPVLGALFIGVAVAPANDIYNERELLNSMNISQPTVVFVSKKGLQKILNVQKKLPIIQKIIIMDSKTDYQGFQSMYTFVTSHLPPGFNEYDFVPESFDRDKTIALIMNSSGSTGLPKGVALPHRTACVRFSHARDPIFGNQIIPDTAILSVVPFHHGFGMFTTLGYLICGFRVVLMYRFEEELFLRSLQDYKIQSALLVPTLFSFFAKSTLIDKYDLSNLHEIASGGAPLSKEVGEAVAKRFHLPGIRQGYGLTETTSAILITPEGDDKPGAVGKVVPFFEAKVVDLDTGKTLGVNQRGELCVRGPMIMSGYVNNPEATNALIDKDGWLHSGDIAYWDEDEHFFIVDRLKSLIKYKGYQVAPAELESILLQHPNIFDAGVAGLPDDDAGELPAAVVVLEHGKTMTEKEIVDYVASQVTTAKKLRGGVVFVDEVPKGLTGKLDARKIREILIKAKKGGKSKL
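Cell-free enzyme assay, 10nM P. pyralis luciferase, luciferin and ATP each at 10uM. Inhibition profiled over a 6-point titration, read as luminescence.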
An asterisk follows results filed as active; [ ] = remark or other dose. Unless noted, calls come from the whole dose curve; as a rule, active = well fitted curve in the direction sought with a large enough effect; inconclusive = small, poorly fitted or top-dose-only effect, or another doubt; inactive = no such curve, though single readings can be large; an effect the other way counts as inactive or inconclusive. Unless noted, % is set by controls: 0 for no effect and ±100 for the full control effect. Only part of the results is shown (hit frequency here may not be typical).

`Cc1ccc(Cn2c(C3CCN(C(=O)c4cccc(C)c4)CC3)n[nH]c2=O)cc1` gave GPT2 inhibitor inactive, SNCA expr inhib 7%, IP6K1 inhibitor 13, SNCA viab count 3%, NIH3T3 tox -31%, HEK293 tox -24% and FLuc inh 0%.
`COc1ccc(CNCCN2CCCC2)cc1` gave GPT2 inhibitor -17%[88.5 µM], SNCA expr inhib -6%[87.6 µM], IP6K1 inhibitor 25, SNCA viab count 2%[87.6 µM], NIH3T3 tox 0%[138 µM] and HEK293 tox -2%[172 µM].
Screening CCOCCn1cc(C2CCN(S(=O)(=O)c3ccc(CC)cc3)CC2)c2ccccc21 returned GPT2 inhibitor 3%, SNCA expr inhib -17%, IP6K1 inhibitor -6, SNCA viab count 0%, NIH3T3 tox -29%, HEK293 tox inconclusive and FLuc inh -11%.
Cc1ccccc1-c1cnc2[nH]cc(CC(=O)Nc3ccccc3)c2c1 was read as GPT2 inhibitor inactive, SNCA expr inhib inconclusive, IP6K1 inhibitor 8, SNCA viab count inconclusive, NIH3T3 tox 40µM*, HEK293 tox inconclusive and FLuc inh 9%[172 µM].
COc1ccc(C2Cn3nnc(C(=O)N4CCC(C(N)=O)CC4)c3CO2)cc1 (stereo not given) was read as GPT2 inhibitor 1%, SNCA expr inhib 10%, IP6K1 inhibitor -2, SNCA viab count -2%, NIH3T3 tox inactive, HEK293 tox 25% and FLuc inh -4%.
`O=C(Cc1ccccc1F)N1CCC2(CC1)CN(c1ccncn1)CC2CO` (stereo not given) gave GPT2 inhibitor -14%, SNCA expr inhib -20%, IP6K1 inhibitor 41, SNCA viab count -1%[12.5 µM], NIH3T3 tox inconclusive, HEK293 tox inconclusive and FLuc inh 0%.
COc1cc(OC)c(NC(=O)c2ccc(-n3cnc4cccnc43)cc2)cc1Cl was read as SNCA expr inhib -17%, IP6K1 inhibitor 13 and SNCA viab count -7%.
CCN(CCNC(=O)C1Cn2cccc2C(=O)N1C)Cc1ccccc1 (stereo not given) was read as GPT2 inhibitor inactive, SNCA expr inhib -19%, IP6K1 inhibitor 5, SNCA viab count 0%, NIH3T3 tox inactive, HEK293 tox inactive and FLuc inh -1%.
`CCc1ccc(NC(=O)Cn2c(=O)n(Cc3ccco3)c(=O)c3oc4ccccc4c32)cc1` gave SNCA expr inhib -26%, IP6K1 inhibitor 38 and SNCA viab count 0%.
`CCOC(=O)c1c(C)[nH]c(CCC(=O)Nc2ccc(Cl)cc2C)c1C` gave SNCA expr inhib 3%, IP6K1 inhibitor 5 and SNCA viab count 3%.
CCOCc1nc(C2CCCN(C(=O)c3ccc(C)c(F)c3)C2)no1 (stereo not given) was read as GPT2 inhibitor -8%, SNCA expr inhib inconclusive, IP6K1 inhibitor 2, SNCA viab count -5%[12.5 µM], NIH3T3 tox -24%, HEK293 tox -18% and FLuc inh -11%.
`COc1ccc(CN(C(=O)c2ccco2)c2ccc(CC(=O)NCc3ccc(F)cc3)cc2)cc1` gave GPT2 inhibitor inactive, SNCA expr inhib inconclusive, IP6K1 inhibitor 6, SNCA viab count -27%, NIH3T3 tox 20µM*, HEK293 tox inconclusive and FLuc inh -15%.
`Cc1cn2c(=O)c(S(=O)(=O)NCc3ccc(F)cc3)c(C)nc2s1` gave SNCA expr inhib inconclusive, IP6K1 inhibitor -7 and SNCA viab count 4%.
For COc1cc(NC(=O)C(CCS(C)(=O)=O)N2Cc3ccccc3C2=O)cc(OC)c1OC (stereo not given) the results were SNCA expr inhib 6%, IP6K1 inhibitor 0 and SNCA viab count -4%.
For CSCCC(=O)N[C@H]1CN(c2cc(C3CC3)ncn2)C[C@@H]1C1CC1 the results were GPT2 inhibitor 1%, SNCA expr inhib -7%, IP6K1 inhibitor -10, SNCA viab count 2%, NIH3T3 tox -4%, HEK293 tox 4% and FLuc inh inconclusive.

The closing three records of the section before lead into the next.
`Cc1cn2c(=O)c(S(=O)(=O)NCc3ccc(F)cc3)c(C)nc2s1` gave SNCA expr inhib inconclusive, IP6K1 inhibitor -7 and SNCA viab count 4%.
For COc1cc(NC(=O)C(CCS(C)(=O)=O)N2Cc3ccccc3C2=O)cc(OC)c1OC (stereo not given) the results were SNCA expr inhib 6%, IP6K1 inhibitor 0 and SNCA viab count -4%.
For CSCCC(=O)N[C@H]1CN(c2cc(C3CC3)ncn2)C[C@@H]1C1CC1 the results were GPT2 inhibitor 1%, SNCA expr inhib -7%, IP6K1 inhibitor -10, SNCA viab count 2%, NIH3T3 tox -4%, HEK293 tox 4% and FLuc inh inconclusive.
For CCC(C(=O)Nc1ccc2c(c1)CN(Cc1ccccc1Cl)C(=O)C(C)O2)c1ccccc1 (stereo not given) the results were GPT2 inhibitor inactive, SNCA expr inhib -19%, IP6K1 inhibitor 23, SNCA viab count -15%, NIH3T3 tox inconclusive, HEK293 tox inconclusive and FLuc inh -5%.
`CN1CC2(CCN(Cc3cn(C)c4ccccc34)CC2)CC1C(=O)N1CCOCC1` (stereo not given) gave GPT2 inhibitor inconclusive, SNCA expr inhib 7%, IP6K1 inhibitor -9, SNCA viab count -2%, NIH3T3 tox -25%, HEK293 tox inconclusive and FLuc inh 3%.
Screening COc1cccc(CNC(=O)CCn2c(=O)c3cccn3c3cccnc32)c1OC returned SNCA expr inhib 20%, IP6K1 inhibitor 3 and SNCA viab count 5%.
Cc1ccc(-c2ncn(-c3ccc(Nc4nccc(-c5cccc(N6CCOCC6)c5)n4)cc3)n2)cn1 was read as GPT2 inhibitor -6%, SNCA expr inhib inconclusive and SNCA viab count inconclusive.
`O=C1NC(=NC2CCCCC2)C2(CCCN(Cc3cccnc3)C2)N1c1cc(F)cc(F)c1` (stereo not given) gave GPT2 inhibitor 0%, SNCA expr inhib 2%, IP6K1 inhibitor -2, SNCA viab count 5%, NIH3T3 tox 11µM* and HEK293 tox -10%.
For CN1CCCN(S(=O)(=O)c2cccc(Cl)c2)c2ccccc21 the results were GPT2 inhibitor -28%, SNCA expr inhib inconclusive, IP6K1 inhibitor 3, SNCA viab count -20%, NIH3T3 tox inconclusive, HEK293 tox 40µM* and FLuc inh -14%.
`Cc1cc(C(=O)N2CCC3(CC2)CC(c2ccccc2)C(=O)N(C)C3)n[nH]1` (stereo not given) gave GPT2 inhibitor -1%, SNCA expr inhib -25%, IP6K1 inhibitor 1, SNCA viab count 4%, NIH3T3 tox -23%, HEK293 tox -19% and FLuc inh -3%.
Screening COc1ccccc1NC(=O)N1CCc2cc(OC)c(OC)cc2C1CNC(=O)C1CCCC1 (stereo not given) returned GPT2 inhibitor inactive, SNCA expr inhib 1%, IP6K1 inhibitor -15, SNCA viab count -30%, NIH3T3 tox 1%, HEK293 tox -12% and FLuc inh 1%.
CCN(c1cccc(C)c1)S(=O)(=O)c1ccc2c(c1)NC(=O)CCS2 was read as SNCA expr inhib -3%, IP6K1 inhibitor -8 and SNCA viab count 2%.
`O=C1NC(O)CCN1[C@@H]1O[C@H](CO)[C@H](O)[C@H]1O` (stereo not given in full) gave GPT2 inhibitor 0%, SNCA expr inhib 0% and SNCA viab count -6%.
`CN(Cc1ccccc1)c1ncc2c(n1)CC(C)(C)CC2NC1CCOCC1` (stereo not given) gave GPT2 inhibitor -13%, SNCA expr inhib inconclusive, IP6K1 inhibitor -1, SNCA viab count 7%, NIH3T3 tox -22%, HEK293 tox -13% and FLuc inh -3%.
Screening Cc1ccccc1NC(=O)Cn1c(=O)n(CCCCCC(=O)NCc2ccccc2Cl)c(=O)c2sccc21 returned SNCA expr inhib -1%, IP6K1 inhibitor 0 and SNCA viab count -13%.
Screening Cc1nc(-c2ccc(F)cc2)n(Cc2cccc(C#N)c2)c(=O)c1CCO returned GPT2 inhibitor inactive, SNCA expr inhib 20%, IP6K1 inhibitor -3, SNCA viab count -5%, NIH3T3 tox inconclusive, HEK293 tox inconclusive and FLuc inh -5%.
For CC(C)NC[C@H]1O[C@@H](CO)[C@@H](O)[C@H]1N1CCOCC1 the results were GPT2 inhibitor -16%[88.5 µM], SNCA expr inhib -13%[87.6 µM], IP6K1 inhibitor 1, SNCA viab count 4%[87.6 µM], NIH3T3 tox inactive, HEK293 tox inactive and FLuc inh -1%[172 µM].
CCOc1ccccc1CN(C)C1CCc2nn(CC3CC3)c(=O)n2CC1 (stereo not given) was read as GPT2 inhibitor inactive, SNCA expr inhib -35%, IP6K1 inhibitor -5, SNCA viab count -3%, NIH3T3 tox 3%, HEK293 tox inactive and FLuc inh -4%.
For CN(Cc1cccc(C(F)(F)F)c1)C(=O)C1CCCC1 the results were GPT2 inhibitor -23%[88.5 µM], SNCA expr inhib 4%[87.6 µM], IP6K1 inhibitor 0, SNCA viab count 5%[87.6 µM], NIH3T3 tox -20%[138 µM], HEK293 tox -16%[172 µM] and FLuc inh -28%[172 µM].
Cc1ccc(N2CCN(C(=O)C3CCN(S(=O)(=O)c4ccc5c(c4)oc(=O)n5C)CC3)CC2C)cc1 (stereo not given) was read as SNCA expr inhib 3%, IP6K1 inhibitor 4 and SNCA viab count 13%.
For O=C(NC1CCN(C(=O)N2CC3CC(C2)[C@H]2CCCC(=O)N2C3)CC1)C1CC1 (stereo not given in full) the results were GPT2 inhibitor -2%, SNCA expr inhib -17%, IP6K1 inhibitor 2, SNCA viab count 8%, NIH3T3 tox -9%, HEK293 tox -8% and FLuc inh 2%.
Screening Cc1ccc(C(=O)Oc2c(S(=O)(=O)c3ccccc3)c(C)nn2-c2ccccc2)cc1 returned SNCA expr inhib 9%, IP6K1 inhibitor -22 and SNCA viab count 0%.
Screening COc1ccc(N2CC(c3noc(-c4cc(OC)c(OC)c(OC)c4)n3)CC2=O)cc1OC (stereo not given) returned GPT2 inhibitor inactive, SNCA expr inhib 50%[activator], IP6K1 inhibitor -5, SNCA viab count -7%, NIH3T3 tox inconclusive, HEK293 tox inconclusive and FLuc inh -1%.
Screening CC1CN(C(=O)N2CCC(C(=O)NCCCc3ccccc3)CC2)c2ccccc2O1 (stereo not given) returned SNCA expr inhib -23%, IP6K1 inhibitor 13 and SNCA viab count 10%.
For CC(C=CC1=C(C)CCCC1(C)C)=CC=CC(C)=CC(=O)Nc1ccc(O)cc1 the results were GPT2 inhibitor inactive, SNCA expr inhib inconclusive and SNCA viab count inconclusive.
Screening CC1CCN(S(=O)(=O)c2ccc3nc(NCc4ccc(N(C)C)cc4)ccc3c2)CC1 returned SNCA expr inhib -20%, IP6K1 inhibitor 23 and SNCA viab count -16%.
Screening O=C(NCC(F)(F)F)c1nc2sccn2c1-c1ccncc1 returned GPT2 inhibitor inactive, SNCA expr inhib -5%[87.6 µM], IP6K1 inhibitor 14, SNCA viab count 9%[87.6 µM], NIH3T3 tox -15%[138 µM] and HEK293 tox 4%[172 µM].

Compound activity: PubChem BioAssay, National Center for Advancing Translational Sciences (NCATS)
